IEC-6 tox: kills IEC-6 intestinal cells in KLF5 counter-screen | IEC-6 cytotoxicity, luminescence viability | inhibition, % at 5 µM | 0.78% of 290,000 active; in the data active = inhibition above about 22%;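 also: 0% = plate median of test compound wells and 100% = cytotoxic reference compound wells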
GSK3 alpha inh: blocks human GSK-3 alpha kinase | P49840 | 0.1% of 320,000 active | inhibition, % at 10 µM | AID 2650 | ADP-Glo luminescence, 60 min;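 in the data active = inhibition above about 50%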;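 also: GST-tagged GSK-3 alpha with peptide substrate and 25 µM ATP; 0% = DMSO neutral wells and 100% = GW8510 positive control wells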
Target sequence (P49840 whole entry, looked up): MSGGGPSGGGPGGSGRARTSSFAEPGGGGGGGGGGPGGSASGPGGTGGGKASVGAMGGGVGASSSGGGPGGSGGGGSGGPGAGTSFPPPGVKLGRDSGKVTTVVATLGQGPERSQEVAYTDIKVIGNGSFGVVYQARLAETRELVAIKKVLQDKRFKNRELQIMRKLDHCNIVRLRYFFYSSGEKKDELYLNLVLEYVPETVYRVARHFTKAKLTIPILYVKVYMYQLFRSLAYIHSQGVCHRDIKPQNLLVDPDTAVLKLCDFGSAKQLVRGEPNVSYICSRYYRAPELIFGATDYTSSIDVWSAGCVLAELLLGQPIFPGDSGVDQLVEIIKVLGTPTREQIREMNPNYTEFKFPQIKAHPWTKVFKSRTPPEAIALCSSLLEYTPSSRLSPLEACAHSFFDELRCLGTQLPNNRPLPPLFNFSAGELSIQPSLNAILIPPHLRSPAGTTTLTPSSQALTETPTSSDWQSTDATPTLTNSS
Platelet DG rel: modulates dense granule release in human platelets | human platelet-rich plasma, SFLLRN dense granule ATP release, luminescence | inhibition, %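 (compounds screened at 7.5 µM in platelet-rich plasma)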 | 0.22% of 300,000 active | AID 1663;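 active = mean replicate score, as percent of positive control, at or above 50; inconclusive = mean below 50 but at least one replicate at or above 50; inactive = mean and every replicate below 50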
GSK3B inh: blocks human GSK3beta kinase activity; AID 2097; 0.038% of 300,000 active; GST-GSK3beta kinase, ADP-Glo luminescence, 60 min; hits give low values; activity score (negative = inhibition), % at 10 µM;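 active = more than half of replicate wells score below -50%, meaning over 50% inhibition versus plate controls; inconclusive = some replicates but at most half score below -50%; inactive = no replicate scores below -50%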;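 also: 0% = median DMSO wells and -100% = median GW8510 positive control wells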
Target sequence (P49841 whole entry, looked up): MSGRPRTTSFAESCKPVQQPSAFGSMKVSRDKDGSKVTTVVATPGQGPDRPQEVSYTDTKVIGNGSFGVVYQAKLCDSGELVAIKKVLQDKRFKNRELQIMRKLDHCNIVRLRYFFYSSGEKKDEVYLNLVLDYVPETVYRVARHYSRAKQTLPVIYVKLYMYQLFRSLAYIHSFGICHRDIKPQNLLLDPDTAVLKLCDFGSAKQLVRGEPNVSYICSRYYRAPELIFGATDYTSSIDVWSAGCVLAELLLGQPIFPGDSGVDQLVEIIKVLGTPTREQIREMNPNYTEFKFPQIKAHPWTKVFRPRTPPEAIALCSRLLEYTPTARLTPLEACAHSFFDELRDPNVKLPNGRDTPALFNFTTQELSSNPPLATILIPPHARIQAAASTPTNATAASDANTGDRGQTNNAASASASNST
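test system = GST-tagged human GSK3beta kinase, cell-free | reagent = 25 µM ATP with peptide substrate | dosing = one dose of 10 µM per compound | schedule = 60 min reaction, RT | detection = luminescent ADP-Glo measurement of ADP formed | control set = DMSO neutral wells and GW8510 at 20 µM as positive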
DYRK1A inh: blocks rat Dyrk1A kinase activity. Q63470. inhibition, % at 12.5 µM. ADP-Glo luminescence, NFATc1 peptide. 0.43% of 310,000 active; in the data active = inhibition above about 50%;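 also: plate controls were vehicle with enzyme for no effect and no enzyme for full effect; many of its hits are not listed in these tables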
aSyn UTR inh: 5' untranslated region of α-synuclein, MLPCN primary screen. alpha-synuclein 5'UTR reporter, inhibitor activity. inhibition, % (tested at 7.5 µM). 0.82% of 300,000 active. AID 1813; in the data active = inhibition above about 60%; inconclusive = no clear call, values can overlap the other calls;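 also: H4 neuroglioblastoma cells stably carrying SNCA 5'UTR luciferase fusion; 0% = DMSO wells and 100% = positive control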
HSF-1 act: increases HSF-1 driven luciferase reporter signal | activation, % at 9 µM | 1.7% of 300,000 active | AID 504408 | NIH3T3-HGL HSF-1 luciferase reporter, MG132, 8 h; 100% = twice DMSO control signal;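 active = mean replicate activation of at least 50% with a set share of replicates each reaching 50%; inconclusive = only one of those two conditions met; inactive = mean below 50% and too few replicates reaching it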;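 also: 0% = median of the neutral control wells and 100% = twice that signal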
HSF1 inh: HSF1 inhibition; NIH3T3-HGL HSE-luciferase, MG132-induced, luminescence 8 h; hits give low values; 0.77% of 300,000 active; AID 2098; activity change, negative = inhibition, % at 7.5 µM (by protocol);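 active = more than half of replicate wells show activity change below -50%, luminescence cut by over half; inconclusive = some wells, but at most half, below -50%; inactive = no replicate well below -50%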;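 also: luciferase reports HSF-1 transcriptional activity via heat shock element; 0% = median of DMSO wells and -100% = zero luminescence signal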
KLF5 inhibitor: kruppel-like factor 5 inhibition; DLD-1 KLF5 promoter-luciferase reporter, luminescence; inhibition, % at 5 µM; 0.23% of 290,000 active;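 active = inhibition above a per-plate limit of that plate's mean compound inhibition plus 3 SD, cut at about 60% in these data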;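 also: 0% = DMSO wells and 100% = LY294002 at 200 µM; higher means less KLF5 promoter-driven luciferase light; inactives centre near -14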
HSP90 refold inh: blocks HSP90-mediated luciferase refolding in reticulocyte lysate; Rabbit reticulocyte lysate, luciferase refolding luminescence, 3 h; inhibition, % at 5.6 µM; 0.91% of 290,000 active;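 active = inhibition above the screen-wide mean plus 3 SD, computed separately per campaign, cut at about 16% in these data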;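 also: 0% = DMSO wells and 100% = 60 µM geldanamycin wells; inhibitors lower the luminescence because luciferase stays unfolded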
An asterisk follows results filed as active; ? = inconclusive; . = not tested or not shown.

SMILES	IEC-6 tox	GSK3 alpha inh	Platelet DG rel	GSK3B inh	DYRK1A inh	aSyn UTR inh	HSF-1 act	HSF1 inh	KLF5 inhibitor	HSP90 refold inh
CC(C)(C)c1nnc(NC(=O)C2CCN(c3ncccn3)CC2)s1	0	5	8	3	1	-12	0	3	-25	4
CC(C)c1ccc(NC(=O)C2CCC(CNC(=O)[C@@H]3Cc4ccccc4CN3)CC2)cc1 (stereo partly specified)	-10	2	9	-4	.	19	-5	-6	-33	0
CC(C)CC(C(=O)NCC1CCCO1)N(C(=O)Cn1nnc(-c2ccc(F)cc2)n1)c1cccc(C(F)(F)F)c1 (stereo unspecified)	0	-2	5	1	-3	-3	24	11	-7	0
Cc1ccc(C(=O)Oc2ccccc2N2CCOCC2)cc1	-5	-2	-4	-7	-3	6	6	-3	-33	0
COc1ccc(C2NC(=O)C(C#N)=C(S)N2c2cccc(C)c2)cc1OC (stereo unspecified)	-4	2	0	-5	6	-15	-15	-14	-18	-4
Cc1ccc(S(=O)(=O)c2cc3ccccc3nc2N)cc1	6	0	-2	-1	.	32	3	2	2	-2
CC(=O)Nc1ccccc1NC(=O)c1cccc2ccccc12	2	-1	2	-1	-6	-12	2	-5	-15	-9
Cc1[nH]c(=O)[nH]c(=O)c1S(=O)(=O)Nc1ccc(F)cc1F	-14	-2	12	-2	12	11	-9	-1	-49	-5
Cc1cc(C)cc(OCCCC(=O)O)c1	6	-1	-6	2	2	8	7	-7	-43	3
COc1ccc(C2(C)NC(=O)N(CC(=O)NCCC3=CCCCC3)C2=O)cc1OC (stereo unspecified)	-8	0	?	3	0	12	-2	-2	-33	5

In the list so far, 2 contain fluorine.
SMILES	IEC-6 tox	GSK3 alpha inh	Platelet DG rel	GSK3B inh	DYRK1A inh	aSyn UTR inh	HSF-1 act	HSF1 inh	KLF5 inhibitor	HSP90 refold inh
CC(C)CC(C(=O)NCC1CCCO1)N(C(=O)Cn1nnc(-c2ccc(F)cc2)n1)c1cccc(C(F)(F)F)c1 (stereo unspecified)	0	-2	5	1	-3	-3	24	11	-7	0
Cc1[nH]c(=O)[nH]c(=O)c1S(=O)(=O)Nc1ccc(F)cc1F	-14	-2	12	-2	12	11	-9	-1	-49	-5

Remaining list, next part:
SMILES	IEC-6 tox	GSK3 alpha inh	Platelet DG rel	GSK3B inh	DYRK1A inh	aSyn UTR inh	HSF-1 act	HSF1 inh	KLF5 inhibitor	HSP90 refold inh
O=C(Nc1ccccc1)N(Cc1ccc(Cl)cc1)CC(O)C(F)(F)F (stereo unspecified)	5	0	0	0	5	2	-18	2	-13	1
O=C(c1ccc(F)cc1)n1c(=S)nc2ccccn21	7	-2	22	0	.	-171	21	3	-163	-1
O=C(Nc1cc(Cl)ccc1Cl)c1ccc(OC(=O)c2ccco2)cc1	-6	-3	-3	3	0	-32	6	-2	3	12
COc1ccccc1CCC(=O)Nc1cc(S(=O)(=O)N2CCOCC2)ccc1N1CCCC1	.	-1	-6	-2	-2	17	-7	0	.	.
CC(C)(C)c1ccc(C(=O)/C(C#N)=C/c2cccs2)cc1	-3	-6	-5	3	0	27	4	-3	-9	3
COc1ccc(OC)c(-c2cc(-c3cccnc3)nc(N)c2C#N)c1	35*	1	-7	-33	-1	0	21	-3	30	-7
NC(=O)c1cnn2c(-c3cccc(C(F)(F)F)c3)ccnc12	-6	-5	3	4	-4	12	9	4	-47	2
Cc1c(NC(=O)C(=O)/C=C(/O)c2ccccc2)c(=O)n(-c2ccccc2)n1C	0	1	10	0	-8	-42	3	-5	-16	-2
CCOC(=O)Nc1ccc2c(c1)N(C(=O)CCN1CCOCC1)c1ccccc1S2=O (stereo unspecified)	10	-3	16	0	-3	-53	80*	51	-48	0
CCCCn1c(SCC(N)=O)nnc1-c1cc(OC)c(OC)c(OC)c1	3	.	10	1	.	7	11	5	-10	-3
CCc1ccc(C(=O)N2CCCC2)s1	-3	0	-5	3	1	-31	1	-3	-26	-1
CCOC(=O)CSCC(=O)N1CCC(Cc2ccccc2)CC1	0	-5	4	4	0	6	6	-5	-22	-4
COCCN(C(=O)COC(=O)/C=C/c1ccc(OC)c(OC)c1)c1c(N)n(Cc2ccccc2)c(=O)[nH]c1=O	.	2	-28	1	-9	10	13	-3	.	.
COc1ccc(-c2cc(C(=O)Nc3ccccc3N3CCOCC3)c3ccccc3n2)cc1OC	-3	1	7	-5	-5	17	-21	-21	16	3
Cc1ccc(C)c(CN2CCCNC2=O)c1	-2	-2	15	2	-1	14	-3	-7	-22	1
N/C(CC(=O)NC1CCCCC1)=N\OCC(=O)Nc1ccc(Cl)c(Cl)c1	7	-2	-7	1	-8	3	0	3	-28	2
CC12CC3(C)CC(C)(C1)CC(C(=O)NCc1cccnc1)(C2)C3	2	2	-9	0	7	3	22	0	5	-2
Cc1ccc(-n2c(-c3ccc(Cl)cc3Cl)n[nH]c2=S)cc1	-4	-5	-7	4	-5	-2	3	-8	-15	-4
CC(C)(C)CC(=O)O/N=C(\N)c1ccccn1	1	0	14	4	-1	21	21	0	-131	21*
COc1c(Cl)cc(-c2noc(C)c2C(=O)NCc2ccccc2)cc1Cl	3	0	-3	2	3	12	-4	1	3	0
O=C(Nc1ccc2c(c1)OCCO2)C1CCCN1S(=O)(=O)c1cccc2cccnc12 (stereo unspecified)	-1	1	17	1	-7	-7	-3	0	2	-4
CCCc1c(O)nc(SCC(=O)N2CCCCC2)[nH]c1=O	-8	0	1	3	5	-6	-1	-4	-20	-8
Cc1ccc(NC(=O)c2ccc3nc(N4CCOCC4)sc3c2)c(Cl)c1	-6	1	-2	-5	3	-68	6	6	-77	7
CCN(Cc1ccccc1)S(=O)(=O)c1ccc2c(c1)NC(=O)CS2	6	-3	12	-11	-1	-19	21	18	-39	0
Cn1c(Cn2cnc3ccccc32)nnc1SCC(=O)CC(=O)Nc1ccccc1	0	3	-1	-2	-7	-16	0	0	2	2
O=c1[nH]c(/C=C/c2cccnc2)c([N+](=O)[O-])c(=O)[nH]1	-6	-2	3	1	-1	-2	21	6	-6	4
CC(Sc1nnc(-c2ccc(Cl)cc2)n1N)C(=O)NCC1CCCO1 (stereo unspecified)	.	-2	-4	-1	-4	-6	6	-2	.	.
CCNC(=S)NNC(=O)c1cc(CC(C)C)nc2ccccc12	5	0	-3	-1	-1	25	24	5	-9	-1
Nc1nc(SCC(=O)Nc2ccccc2)nc2nc3c(cc12)CCCC3	18	-3	-7	5	1	-40	44	17	-19	-8
C=CCn1nnc2sc3c(c2c1=O)CCC(C)C3 (stereo unspecified)	-1	1	11	3	5	-40	3	1	-31	2
CC(C)CC(=O)N1CCN(Cc2cccc([N+](=O)[O-])c2)CC1	1	-1	4	1	3	17	-3	3	14	2
COc1ccccc1C1C=C(c2ccc(Cl)cc2)Nc2nc(NS(C)(=O)=O)nn21 (stereo unspecified)	2	-5	-2	0	.	2	-17	-6	-11	1
CCCOc1ccc(-c2c(C(=O)N/N=C/c3cccnc3)nnn2-c2nonc2N)cc1	1	-1	-1	-2	2	-7	5	4	-3	-5
O=C(NCCNC(=O)c1cnccn1)c1ccc(Cl)c(Cl)c1	11	-3	8	2	-5	10	-5	-6	-14	0
CC(=O)NC1CC2CCCC(C1)N2Cc1ccc(C)cc1 (stereo unspecified)	-1	0	1	0	-5	3	-1	-2	-35	-2
COc1ccc(C(=O)c2cc3ccc(O)cc3oc2=O)cc1	7	11	15	-2	.	-15	0	0	-26	1
COC(=O)[C@@H](NC(=O)NC1CCN(Cc2ccccc2)CC1)C(C)C	0	-1	1	2	10	-12	9	1	-43	0
CC(C)c1ccc(OCC(=O)Nc2cccc(C(=O)Nc3ccccc3C(=O)O)c2)cc1	1	-5	-1	5	.	3	5	-7	-3	-2
O=C(O)CC(NC(=O)CCc1ccccc1)c1ccc(Cl)cc1 (stereo unspecified)	0	-3	2	-1	.	11	-22	-4	8	3
O=C(CSc1ncnc2scc(-c3ccc(F)cc3)c12)c1ccc2c(c1)OCCO2	1	-3	-4	3	0	4	23	-2	-10	3
S=C(NCc1ccccc1Cl)Nc1ccccc1Cl	10	-1	-10	2	7	12	.	.	-13	5
Cc1ccc(NC(=O)N2CCCCC2)cc1NC(=O)N1CCCCC1	-5	1	-10	-1	-1	-9	-15	-10	-21	-1
Cc1n[nH]c(=O)n1-c1ccc(C(C)(C)C)cc1	-2	3	0	-2	-5	15	-7	-3	-3	-1
Cn1nnc(NC(=S)NC(=O)/C=C/c2ccco2)n1	-16	-4	-15	-1	1	-7	0	-1	1	4
CCNS(=O)(=O)c1ccc(NC(=O)c2c(-c3ccccc3)noc2C)cc1	0	-3	-5	-2	4	25	.	.	-9	0
Cn1c(SCc2nc3ccccc3[nH]2)nnc1-c1ccccn1	8	.	-1	-8	7	11	-11	-2	-11	1
Cn1c(=O)oc2cc(S(=O)(=O)N3CCC(C(=O)NCc4cccs4)CC3)ccc21	-2	0	-2	-3	-1	-2	11	-4	-10	2
O=C(c1cc(-c2ccccc2)nc2ccccc12)N1CCN(c2ccccc2O)CC1	-2	-3	-1	-2	-1	2	0	-6	3	0
CC(=O)c1cn(CC(=O)Nc2ccc(C)c(C)c2)c2ccccc12	3	1	-5	2	-2	-2	3	9	8	1
CCN(CCS(=O)(=O)c1ccc(Cl)cc1)C(=O)Nc1ccccc1	-4	-1	6	1	.	-2	-73	-64*	-21	0

More records:
SMILES	IEC-6 tox	GSK3 alpha inh	Platelet DG rel	GSK3B inh	DYRK1A inh	aSyn UTR inh	HSF-1 act	HSF1 inh	KLF5 inhibitor	HSP90 refold inh
COc1ccccc1C(=O)NNC(=O)c1cccc(F)c1	2	0	5	-5	-2	-25	39	15	-23	13
CCOC(=O)CCCNC(=O)COC(=O)c1ccc(O)cc1	1	-1	2	-6	11	10	-18	2	-23	-2
Cc1ccc2sc(N(CCCN(C)C)C(=O)c3ccc(S(=O)(=O)N4CCc5ccccc5C4)cc3)nc2c1C	.	-3	4	2	-5	-7	3	4	.	.
COC(=O)c1ccc(NS(=O)(=O)c2cc3c4c(c2)C(C)C(=O)N4CCC3)cc1 (stereo unspecified)	.	1	2	4	2	9	22	0	.	.
COc1ccccc1NC(=O)C1=C(C)NC(=O)NC1c1cccs1 (stereo unspecified)	-6	0	-2	4	3	-8	11	12	5	5
CCOc1ccc(C2c3c(oc4cc(C)c(C)cc4c3=O)C(=O)N2CCCN(C)C)cc1OC (stereo unspecified)	-1	0	0	5	1	-5	-3	0	-48	2
Cc1ccc(NC(=O)C2C(=O)N(CCO)C3(C)CC2c2ccccc2O3)cc1 (stereo unspecified)	2	0	-7	3	1	-26	-20	-9	-24	2
CCn1c(SCC(=O)N2CCC(C)CC2)nnc1-c1ccco1	7	-1	-2	0	0	3	27	6	-5	3
O=C(c1c(F)cccc1F)N1CCN(c2ncccn2)CC1	-3	-3	2	-2	0	-24	-4	-6	-32	-2
COc1ccccc1C(=O)NNC1=C(C(=O)C(F)(F)F)CCC1	-5	2	-6	2	.	4	-12	-8	-25	-3
Cc1nn(-c2ccccc2)c2sc(C(=O)OCC(=O)N3CCCCC3)cc12	.	-1	-1	-1	-9	3	.	.	.	.
Clc1nc(Cl)nc(NCCC2=CCCCC2)n1	5	-7	-2	4	-9	-5	-49	-37	-21	0

From PubChem

A portion of the library (hit frequency here may not be typical).
